# Screens as filed in PubChem.
# FadD28 FP inh = M. tuberculosis FadD28 bisubstrate binding inhibition | FadD28 bisubstrate probe binding, fluorescence polarization | inhibition, % at 12.5 µM | hit rate 0.22% among 360,000 | AID 588549; in the data active means inhibition above about 8.5%, passing the limit was not always enough; inconclusive means no clear call, values can overlap the other calls
# BoNT F protease = blocks Botulinum neurotoxin F light chain protease. Multiplex microsphere protease cleavage assay, flow cytometry. inhibition, % at 10 µM. hit rate 0.22% among 360,000. AID 588497; in the data active means inhibition above about 35%, passing the limit was not always enough; inconclusive means no clear call, values can overlap the other calls; further: plate controls were buffer without enzyme for full effect and enzyme alone for no effect
# VHR inh abs = blocks human VHR1 dual specificity phosphatase; P51452; recombinant VHR phosphatase, pNPP absorbance; inhibition, % at 13.3 µM; hit rate 0.52% among 290,000; AID 1654; in the data active means inhibition above about 50%; further: some compounds called inactive have numbers as strong as hits
# Target sequence (P51452 whole entry, looked up): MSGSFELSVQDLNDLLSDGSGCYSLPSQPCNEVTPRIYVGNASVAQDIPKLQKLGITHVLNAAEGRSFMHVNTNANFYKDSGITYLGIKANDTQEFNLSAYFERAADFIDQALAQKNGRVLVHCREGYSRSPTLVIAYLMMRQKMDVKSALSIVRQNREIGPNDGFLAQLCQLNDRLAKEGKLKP
# Mtb UGM inh = Mtb UDP-galactopyranose mutase inhibition; purified UGM, fluorescence polarization probe displacement; P9WIQ1; AID 504406; hit rate 0.06% among 320,000; inhibition, % at 10 µM; in the data active means inhibition above about 10%, passing the limit was not always enough; inconclusive means no clear call, values can overlap the other calls
# FBA Mtb inh = inhibits M. tuberculosis FBA enzyme. purified M. tuberculosis FBA, fluorescence read-out. inhibition, % at 1 µM. hit rate 2.3% among 360,000. AID 588726; in the data active means inhibition above about 27%;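 further: 0% = vehicle and 100% = reference inhibitor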
# MazEF act = activators of E. coli MazEF toxin-antitoxin RNase. FAM/BHQ RNA-DNA oligo cleavage fluorescence, 5 h. activation, % at 20 µM. hit rate 0.32% among 350,000; in the data active means activation above about 50%
# Target sequence (P0AE70 whole entry, looked up): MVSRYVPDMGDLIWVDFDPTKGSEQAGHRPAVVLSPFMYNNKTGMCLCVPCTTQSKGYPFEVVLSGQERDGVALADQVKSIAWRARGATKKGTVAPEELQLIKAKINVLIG
# CCHFV vOTU inh = CCHFV vOTU protease inhibition; Pep-AMC fluorescence; inhibition, % at 11.5 µM; hit rate 0.55% among 370,000; AID 651958; further: 0% = vehicle wells with enzyme and 100% = no enzyme wells
# GDH-TPI inh = inhibits GDH-TPI coupling enzymes, artifact for Mtb FBA screen | GDH-TPI coupled enzyme counterscreen, NADH absorbance | inhibition, % at 4.8 µM | hit rate 1.2% among 360,000 | AID 588335;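 further: 0% = DMSO wells and 100% = wells lacking the enzyme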
# Rv3671c inh = inhibitors of M. tuberculosis serine protease Rv3671c | inhibition, % at 5.96 µM | hit rate 0.048% among 320,000; in the data active means inhibition above about 38%;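 further: extracellular domain of Rv3671c used as enzyme; 0% = enzyme with DMSO and 100% = no enzyme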
# Target sequence (P9WHR9 whole entry, looked up, the tested form may be a part): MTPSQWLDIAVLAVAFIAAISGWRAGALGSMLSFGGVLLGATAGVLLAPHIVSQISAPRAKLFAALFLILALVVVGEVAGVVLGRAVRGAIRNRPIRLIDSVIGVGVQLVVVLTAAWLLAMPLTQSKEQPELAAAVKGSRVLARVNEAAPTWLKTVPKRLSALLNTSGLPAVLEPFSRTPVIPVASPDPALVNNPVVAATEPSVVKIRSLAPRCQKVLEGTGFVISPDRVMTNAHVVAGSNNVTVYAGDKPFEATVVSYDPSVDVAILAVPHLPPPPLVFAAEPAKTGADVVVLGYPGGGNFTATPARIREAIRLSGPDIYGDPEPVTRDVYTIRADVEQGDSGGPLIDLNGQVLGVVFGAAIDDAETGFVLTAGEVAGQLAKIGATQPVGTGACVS
# BioA inh = BioA (M. tuberculosis) enzyme inhibition; AID 602481; hit rate 0.096% among 360,000; inhibition, % at 9.99 µM; purified M. tuberculosis BioA enzyme, plate reader; in the data active means inhibition above about 40%; inconclusive means no clear call, values can overlap the other calls
# * = called active by the depositor; i = inactive; ? = inconclusive; / = no result given. Unless noted, no stated cut-off is given here; in the data, active means inhibition above about 30%; inactive means the rest. An unsorted share of the library; 4.9% or so of the library scored in one or more.
Compound	FadD28 FP inh	BoNT F protease	VHR inh abs	Mtb UGM inh	FBA Mtb inh	MazEF act	CCHFV vOTU inh	GDH-TPI inh	Rv3671c inh	BioA inh
Cn1c(=O)c2cc(S(=O)(=O)NC(C(=O)N3CCCCCC3)c3ccccc3)ccc2n(C)c1=O (stereo not drawn)	-0.8	-9.4	2.3	-0.8	6.5	0.2	6.2	9.4	-0.4	-1.4
COc1ccc(NC(=O)Nc2nnc([C@@H]3C[C@H](O)[C@@H](CO)O3)s2)cc1	0.1	-1.2	/	/	4.7	/	6.9	6.2	/	-2.5
CNC(=O)[C@@]1(Cc2ccccc2)C=C[C@@H](C)N1C(=O)OC	1.9	4.2	/	0.2	1.3	-0.2	7.4	-5.9	-1.5	-0.1
COc1ccc2c(c1)nc(NCCO)n2C	-5.2	-1.7	44.9	1.8	37.4*	1.4	-8.5	-6.4	0.7	/
CC1=C(C(=O)OC(C)C)[C@]2(C(=O)N(CC(N)=O)c3ccccc32)C(C#N)=C(N)O1	-0.1	-15.1	48.5	-3.7	-1.6	-3.2	0.3	7.8	0.2	-0.1
Cn1cc(SCC(=O)N2CCN(c3ccccc3)CC2)c2ccccc21	-1.6	-4.8	33.5	0.2	0.3	8.6	6.8	2.9	4.5	-0.7
COc1ccc(-n2nc([N+](=O)[O-])c(=NCCc3ccc(C)cc3)n2O)cc1	-2.6	-8.0	3.6	0.8	-4.4	2.6	9.4	13.9	0.1	/
O=C(/C=C\c1cn(-c2ccccc2)nc1-c1cccs1)N1CCOCC1	-4.6	6.3	-7.0	0.9	23.4	2.4	14.9	20.6	-25.1	0.2
O=C(Nc1ccc(Cl)cc1)c1ccc(CN2CCc3ccccc3C2)cc1	-4.0	-23.9	16.5	1.5	0.2	-6.0	9.9	-7.7	3.7	13.4
O=C1NC(c2cccc3ccccc23)Nc2ccc(Cl)cc21 (stereo not drawn)	-5.1	-0.7	/	/	14.1	7.4	-5.3	-4.3	/	/
Cc1nc2ccccc2n2c(O)c(CC(=O)O)cc12	13.9*	-13.9	6.2	0.2	2.8	-427.6	8.3	7.8	53.1*	-15.1
CC(NC(=O)c1ccc(NC(=O)CC2SC(N3CCCC3)=NC2=O)cc1)c1ccc(S(N)(=O)=O)cc1 (stereo not drawn)	-0.9	/	/	-0.9	1.5	0.5	-4.0	6.0	5.2	/
O=S(=O)(c1ccc(Cl)cc1)N1CCC(N2CCOCC2)CC1	-1.3	4.7	12.9	-1.0	-1.3	-0.9	-7.1	-0.5	0.3	-2.2
O=c1ccc2c(-c3ccccc3)c3ccc(O)cc3oc-2c1	5.5	87.8*	18.2	41.3*	1.9	/	-3.1	15.5	18.6	i
Cc1ccc(N(C(=O)c2nsc(Cl)c2Cl)C(C(=O)NC2CCCC2)c2ccc(O)cc2)cc1C (stereo not drawn)	-5.9	1.0	-1.6	-1.9	1.0	-1.2	11.4	-10.3	-2.8	/
CCn1c(SCCOc2ccc(OC)cc2)nnc1C(CO)NC(=O)c1ccc(OC)cc1 (stereo not drawn)	-2.2	-3.9	12.0	-2.0	1.8	10.1	15.9	1.7	8.5	-0.4
CN(Cc1nc(-c2cccs2)no1)CC(O)c1ccccc1 (stereo not drawn)	-2.1	-5.1	26.3	2.4	7.0	5.9	4.3	8.2	-0.7	0.6
O=C1c2ccccc2C(=O)N1CCCCn1c(=O)oc2ccccc21	-0.2	-14.0	3.1	4.3	0.3	0.0	4.0	-4.3	-6.1	0.2
COc1cccc(CC(C(=O)Nc2cc(C)ccc2C)c2nn[nH]n2)c1OC (stereo not drawn)	0.1	0.5	6.0	-0.9	5.7	-18.2	-6.3	5.7	-6.6	-2.2
COC(=O)CCN(C1CCCCC1)S(=O)(=O)c1ccc(S(=O)(=O)N2CCCCC2)cc1	0.3	-7.8	-11.1	-0.1	-3.7	-7.8	-10.7	10.4	-6.9	-3.4
Cc1noc(C)c1NC(=O)N1CCN(Cc2ccccc2)CC1	-1.0	/	-10.7	0.5	-3.0	-6.8	5.5	10.2	1.6	/
COc1ccc2c(c1)/C(=C/c1cc(OC)c(OC)c(OC)c1)C(=O)N2	1.5	-3.0	/	/	0.4	11.1	-6.5	19.0	/	/
COc1ccc(N(CC(=O)NC2CCCCCC2)S(=O)(=O)c2ccccc2)cc1Cl	-2.0	-2.8	6.5	0.3	0.5	3.9	11.2	-1.4	4.8	0.0
CC1CCCCC1NC(=O)/C(C#N)=C/c1ccc(F)c(F)c1 (stereo not drawn)	-0.6	-6.6	-4.8	0.1	2.9	-5.7	3.5	2.5	-11.0	/
Cc1cccc(NS(=O)(=O)c2ccc(C3CCCCC3)cc2)c1	-2.9	-1.5	22.1	2.2	-0.4	2.8	28.4	-8.2	-26.5	-1.2
COc1ccc(C2=Nn3c(nnc3-c3cc(C)[nH]n3)SC2)cc1	-0.6	?	21.3	-1.0	0.9	5.2	-2.7	10.2	-3.8	/
Cc1c(C(=O)N2CCCCC2)c(S(=O)(=O)NCCc2ccccc2)c(C)n1C	-5.1	1.6	14.0	-0.5	-0.8	2.6	-10.4	-12.6	-21.5	0.5
COC(=O)C1=C(c2cccc(OC)c2OC)C[C@@H]2CC[C@H]1N2C(=O)NC1CCCCC1	0.4	7.0	/	-0.8	2.7	0.7	-4.9	17.6	0.1	-0.6
O=CNCC(=O)NC1CCCCCC1	-1.2	0.3	11.3	-0.4	1.5	0.2	3.7	0.8	0.0	1.7
CC1=C(Sc2ccccn2)C(=O)NC(C)(C)C1	-0.6	-10.9	8.2	2.6	0.8	1.9	-14.9	7.5	1.0	/

# The last 2 compounds of the part above come first, to join the parts.
Compound	FadD28 FP inh	BoNT F protease	VHR inh abs	Mtb UGM inh	FBA Mtb inh	MazEF act	CCHFV vOTU inh	GDH-TPI inh	Rv3671c inh	BioA inh
O=CNCC(=O)NC1CCCCCC1	-1.2	0.3	11.3	-0.4	1.5	0.2	3.7	0.8	0.0	1.7
CC1=C(Sc2ccccn2)C(=O)NC(C)(C)C1	-0.6	-10.9	8.2	2.6	0.8	1.9	-14.9	7.5	1.0	/
Cc1ccc(C(=O)COC(=O)CCN2C(=O)C3C4CCC(C4)C3C2=O)cc1[N+](=O)[O-] (stereo not drawn)	-0.9	9.3	46.0	2.5	-1.0	12.3	-9.8	6.3	-0.9	-0.6
CC(=C/c1ccc(C(C)C)cc1)/C=N/NC(=O)Cn1nc(C)cc1C	-1.0	-1.1	20.9	-1.7	3.8	1.2	21.4	13.5	-7.8	/
CC12C=CC3(O1)C(C(=O)N(c1ccccc1)C3C(=O)NC1CCCC1)C2C(N)=O (stereo not drawn)	-1.3	14.6	-4.6	5.0	-0.1	9.5	-10.3	10.1	-2.3	/
COc1cccc2c1C1COC3C4CC(C(=O)O)C(C(C2)N13)N4C (stereo not drawn)	0.0	0.3	/	/	2.9	4.6	-5.6	7.8	/	/
O=C(O)C(C/C(=N/O)c1ccc(Br)cc1)P(=O)(c1ccccc1)c1ccccc1 (stereo not drawn)	0.3	-4.4	17.6	0.2	0.6	0.6	3.6	2.5	-0.9	-0.3
CCOC(=O)c1c(C)nsc1NC(=O)c1ccco1	-2.8	18.4	25.0	-0.4	1.3	14.6	-2.0	-4.3	/	-0.2
Cc1c(CCO)c(=O)[nH]n1S(=O)(=O)c1ccc([N+](=O)[O-])cc1	-3.8	7.4	32.2	-1.7	-2.4	6.9	24.2	-0.7	2.7	-0.2
S=c1sc2ccccc2n1CCc1ccncc1	-7.7	-0.6	/	-3.8	-0.9	1.2	5.2	8.1	-11.4	-0.2
COC(=O)c1ccc(N(C(=O)c2ccco2)C(C(=O)NC2CCCC2)c2ccco2)cc1 (stereo not drawn)	0.8	4.1	24.7	-2.6	-2.4	-0.4	6.7	-3.0	-2.1	0.9
COc1ccccc1NC(=O)Cn1cnc2c(cnn2-c2ccc(C)c(C)c2)c1=O	-3.9	-1.5	25.0	-1.3	2.0	-14.9	1.8	-7.8	-17.3	-1.9
O=C(CNC(=O)c1ccc(Br)o1)NCc1cccc(Cl)c1	-3.7	-8.2	-3.0	-0.6	1.2	4.7	6.7	-12.3	-2.4	-0.4
O=C(C1CCN(Cc2ccc(OCc3ccccc3)cc2)CC1)N1CCCC1	-0.4	-7.6	0.0	0.8	-5.7	1.1	17.6	-4.3	5.0	2.0
O=C(N[C@@H]1CCC(=O)N(CC[C@H](Sc2ccccc2)c2ccccc2)CC1)OCc1ccccc1	-5.3	-7.5	-18.3	0.4	-0.4	-6.0	16.4	13.8	-5.9	-0.2
COc1ccc(-c2nc3c(-c4ccc(F)cc4)cnn3cc2C)cc1F	0.2	-11.6	0.4	-1.8	4.4	2.8	14.5	0.6	8.2	0.6
COc1ccc(NC(=O)CCN2CCN(Cc3ccccc3)CC2)c(OC)c1	-1.8	9.4	4.1	2.6	0.3	3.3	-3.6	10.0	5.6	-0.2
CCN(CC)S(=O)(=O)c1ccc(Cl)c(C(=O)NC2CCCC2)c1	-1.9	3.4	21.1	1.5	0.8	-6.0	6.7	2.7	-0.5	3.6
CCSc1nc2ccccc2n1CC(=O)N1CCCCC1	-1.5	3.9	8.4	0.4	2.8	3.3	3.2	-0.5	5.8	-0.1
Fc1cccc(NC(=S)N2CCCCC2)c1	-1.2	16.4	13.2	3.0	3.1	-1.0	2.0	3.0	3.8	1.3
O=C(NNC(=S)Nc1ccccc1)c1cccs1	-0.9	4.7	-1.5	1.4	1.1	4.4	-13.7	10.7	1.9	0.8
CSCc1cc(N(C)C)nc(SCc2ccc(Cl)c(Cl)c2)n1	-2.9	-27.7	28.2	2.1	-1.3	-15.6	25.1	10.0	-11.3	/
O=C(NC(=S)N1CCN(c2ccc([N+](=O)[O-])cc2)CC1)c1ccc(F)cc1	-2.1	-1.4	8.2	1.1	-3.0	1.2	7.8	14.8	-2.3	0.6
NS(=O)(=O)c1ccc(CNC(=O)CSc2ccccc2)cc1	1.6	-6.8	6.9	-0.7	-2.8	-11.0	-6.3	-1.3	-1.4	0.3
Cc1cc(C(=O)CSc2nc(N)cc(=O)[nH]2)c(C)n1CC1CCCO1 (stereo not drawn)	-2.9	0.4	/	-0.1	-0.1	8.2	7.1	1.8	6.3	-3.0
CCN(CCCNC(=O)c1cc2c(-c3cccc(OC)c3)nn(C)c2s1)Cc1ccccc1	-8.3	-13.1	-24.0	1.4	52.5*	16.6	-5.5	5.3	-12.8	-1.1
CCCCN(CCCC)C(=O)c1nsnc1-c1ccccc1O	0.7	0.1	29.6	0.2	2.0	1.2	3.6	-1.8	1.8	/
CCOC(=O)C1(CC2CCCCO2)CCN(C(=O)Nc2ccc(SC)cc2)CC1 (stereo not drawn)	0.4	-3.3	17.4	-3.9	1.2	4.9	-2.1	-3.2	-16.6	/
COc1cc2c3nnc(-c4ccc(F)cc4)c-3cn(Cc3cccc(F)c3)c2cc1OC	-1.4	1.8	-21.1	7.9	46.0*	211.6*	/	12.4	-14.2	/
COc1ccc(CCNC(=O)c2cc3c(=O)n4cccc(C)c4nc3n(CCCN3CCOCC3)c2=N)cc1	-1.9	4.4	-5.9	-1.0	18.4	13.9	-4.7	-5.6	-2.0	-0.2
CCOC(=O)CN1C2=NCCN2c2ccccc21	-2.1	2.0	-1.5	-1.1	-0.6	0.1	8.0	-2.2	1.0	-2.6
COc1ccc(C=O)cc1CN1C(=O)c2ccccc2C1=O	-0.5	0.6	-15.7	2.5	-0.8	2.2	-7.1	-14.3	-4.4	0.8
